NPC1 prom act: activators of NPC1 promoter. Huh7 NPC1 promoter luciferase reporter, 24 h. Potency, µM (top dose mostly 9.22 µM), for the others: at the highest dose activation, usual class: activators. hit rate 2.4% among 320,000. AID 485313;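 note: potency is the fitted concentration of half-maximal effect; % of control where 0% means no effect; nearly all actives have a fitted effect of over 60% in size; reporter is driven by a mutant NPC1 promoter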
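Stably transfected Huh7 (NPC1 promoter→luciferase), 1500 cells/well in Opti-MEM + 10% FBS, 2 h settle, then compound 24 h at 37 °C. Luminescence after 10 min with Amplite reagent.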
TRPV1 agonist: activates the human vanilloid receptor TRPV1; Q8NER1; TRPV1-expressing cells, Fluo-8 calcium influx, agonist mode; activation, % at 8.33 µM; hit rate 0.19% among 320,000; AID 540275; in the data active = activation above about 80%; inconclusive = between about 30% and that limit; note: 0% is about no effect
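TRPV1-expressing cells were cultured overnight at 35.5C and loaded with Fluo-8 calcium dye for 40 to 90 min at room temperature. After a 10 s baseline, compound was added and calcium influx was read kinetically for 3 min (ex 480/em 520 nm).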
Rab9 prom act: activates the Rab9 promoter | hit rate 2.8% among 320,000 | Potency, µM (highest dose often 9.22 µM), for inactives: top-dose activation, negative = inhibition, usual class: activators | Huh7 Rab9 promoter-luciferase reporter, luminescence, 24 h; note: potency is the fitted concentration of half-maximal effect; % of control where 0% means no effect; nearly all actives have a fitted effect of over 60% in size
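Rab9 promoter-driven luciferase in stably transfected Huh7 cells; 1500 cells/well rested 2 h, exposed to compound in DMSO for 24 h at 37 °C, 5% CO2. Luminescence read 10 min after adding luciferase reagent at ambient temperature.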
BRCA1 expr act: BRCA1 expression activation | MCF7-BRCA1-FFLuc reporter, luminescence, 48 h; response scale: scaled: vehicle 0%, 10 µM genistein 100% | Potency, µM (series often up to 46.1 µM), without a hit: top-dose activation, usual class: activators | hit rate 1.1% among 380,000; note: potency is the fitted concentration of half-maximal effect; nearly all actives have a fitted effect of over 80% in size; some results filed as inactive show a strong effect at the top dose
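MCF7-BRCA1-FFLuc cells, 2000/well in phenol-red-free MEM, attached 2 h then treated 48 h at 37 C. Luciferase luminescence read 15 min after reagent; normalized to genistein maximum activation (10microM) and DMSO, concentration-response fitted.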
Tb PFK block: T. brucei PFK enzyme inhibition; O15648; T. brucei PFK, ADP-Glo luminescence; Potency, µM (highest dose often 57.5 µM), for the others: at the highest dose activity, negative = inhibition, actives largely listed as inhibitors; hit rate 0.17% among 330,000; AID 485367;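 note: potency is the fitted concentration of half-maximal effect; 0% = uninhibited 1x PFK enzyme wells and -100% = no-enzyme wells; nearly all actives have a fitted effect of over 60% in size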
Target sequence (O15648 whole entry, looked up): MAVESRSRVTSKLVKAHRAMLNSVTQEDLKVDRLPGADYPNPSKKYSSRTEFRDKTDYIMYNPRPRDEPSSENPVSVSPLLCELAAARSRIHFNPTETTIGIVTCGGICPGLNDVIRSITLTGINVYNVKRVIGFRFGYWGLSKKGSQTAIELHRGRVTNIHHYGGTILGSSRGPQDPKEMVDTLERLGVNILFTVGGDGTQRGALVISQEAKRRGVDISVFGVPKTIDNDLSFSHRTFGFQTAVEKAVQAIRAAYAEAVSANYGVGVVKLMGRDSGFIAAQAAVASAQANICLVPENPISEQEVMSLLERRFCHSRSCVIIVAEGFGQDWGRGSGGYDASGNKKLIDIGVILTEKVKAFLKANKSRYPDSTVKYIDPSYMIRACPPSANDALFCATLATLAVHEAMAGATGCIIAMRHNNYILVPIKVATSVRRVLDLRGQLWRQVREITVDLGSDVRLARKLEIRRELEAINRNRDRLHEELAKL
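Luminescent ADP detection (ADP-Glo, two-step: ATP depletion then ADP-to-ATP conversion for luciferase) reported PFK activity after 45 min room-temperature reaction of 1.25 nM enzyme with 0.5 mM F6P and 0.1 mM ATP at pH 8.0.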
RORgamma inh: blocks mouse ROR gamma transcriptional activity; P51450; Drosophila S2 Gal4-RORgamma UAS-luciferase reporter, 20 h; Potency, µM (highest dose often 53.6 µM), without a hit: top-dose activity change, negative = inhibition, hits mostly inhibitors; hit rate 5.4% among 310,000; AID 2551; note: potency is the fitted concentration of half-maximal effect; % is set by controls: 0 for no effect and ±100 for the full control effect; nearly all actives have a fitted effect of over 60% in size
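In this cell-based reporter format, copper sulfate (700 uM final) drives Gal4–ROR gamma fusion expression from a metallothionein promoter in Drosophila Schneider cells; compounds preincubated 1 hr, reporter read after 20 hr at ambient temperature.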
p53 reactivator: restores transcriptional activity of mutant p53 | Potency, µM (doses to about 92.2 µM), for inactives: at the top dose activity change, positive = activation, most hits filed as activators | AID 504706 | H1299 p53-A138V BP100-luciferase reporter, luminescence, 24 h | hit rate 0.063% among 320,000; note: potency is the fitted concentration of half-maximal effect; % of control where 0% means no effect; nearly all actives have a fitted effect of over 45% in size
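p53-null H1299 cells stably carrying temperature-sensitive p53-A138V and a BP100-luciferase reporter were pinned with compounds (4-point, 1:5 series) and held 24 hrs at 37 deg C. Luminescence was read 10 min after detection reagent.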
ELG1 repair inh: ELG1-dependent DNA repair inhibition; Potency, µM (titrated, usually from 46.1 µM), without a hit: top-dose activity change, negative = inhibition, hits mostly inhibitors; AID 504467; hit rate 2.3% among 330,000; HEK293T ELG1-luciferase reporter, luminescence, 16 h; DNA damage induced by 5-fluorouridine; note: potency is the fitted concentration of half-maximal effect; % is set by controls: 0 for no effect and ±100 for the full control effect; nearly all actives have a fitted effect of over 55% in size
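Cells (2,000 per well) received 5-fluorouridine plus test compound or DMSO and were incubated 16 hr at 37 °C, 5% CO2. Luciferase activity was read by luminescence 30 min after ONE-Glo addition; signal suppression marked inhibition of damage-induced ELG1 function.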
VP16 counter: counter-screen for ROR gamma inhibitors: Gal4-VP16 reporter; Drosophila S2 Gal4-VP16 UAS-luciferase, luminescence, 20 h; Potency, µM (top dose mostly 53.6 µM), inactives show top-dose activity, negative = inhibition, hits mostly inhibitors; hit rate 3.5% among 310,000;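 note: Gal4-VP16 expression switched on by copper sulfate through the metallothionein promoter; potency is the fitted concentration of half-maximal effect; % is set by controls: 0 for no effect and ±100 for the full control effect; nearly all actives have a fitted effect of over 50% in size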
FLuc modulator: counter-screen for miR-21 project: firefly luciferase inhibitors or activators; P08659; hit rate 6.9% among 360,000; Potency, µM (series often up to 57.5 µM), without a hit: at the top dose activity change, negative = inhibition, usual class: inhibitors; purified FLuc, Km substrates, luminescence inhibition;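 note: potency is the fitted concentration of half-maximal effect; plate controls were vehicle for no effect and reference inhibitor for full effect; nearly all actives have a fitted effect of over 55% in size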
Target sequence (P08659 whole entry, looked up): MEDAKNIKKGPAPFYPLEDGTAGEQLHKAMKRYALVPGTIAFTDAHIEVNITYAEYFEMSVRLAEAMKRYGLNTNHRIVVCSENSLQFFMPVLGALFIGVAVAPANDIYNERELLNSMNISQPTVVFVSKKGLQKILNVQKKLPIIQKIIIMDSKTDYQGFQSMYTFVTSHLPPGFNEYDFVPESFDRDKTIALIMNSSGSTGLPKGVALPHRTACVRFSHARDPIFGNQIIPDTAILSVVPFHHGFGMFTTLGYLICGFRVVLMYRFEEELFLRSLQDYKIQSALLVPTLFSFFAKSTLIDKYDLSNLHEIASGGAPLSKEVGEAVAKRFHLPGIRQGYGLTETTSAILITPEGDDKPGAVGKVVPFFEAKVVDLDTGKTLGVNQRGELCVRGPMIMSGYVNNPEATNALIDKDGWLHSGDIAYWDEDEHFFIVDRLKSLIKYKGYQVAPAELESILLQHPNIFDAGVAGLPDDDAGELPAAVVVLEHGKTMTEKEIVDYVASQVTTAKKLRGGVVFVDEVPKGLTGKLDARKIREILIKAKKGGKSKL
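Biochemical qHTS of compounds, final roughly 60 µM downward over six points, against 10 nM purified firefly luciferase using Km concentrations of substrates (10 uM D-luciferin, 10 uM ATP) in Tris acetate pH 7.5 buffer; luminescence output.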
ELG1 genotoxic: inducers of genotoxicity in HEK293T ELG1-luciferase cells; HEK293T ELG1-luciferase reporter, luminescence, 16 h; hit rate 1.3% among 330,000; Potency, µM (doses to about 46 µM), inactives show at the top dose activity change, positive = activation, usual class: activators; AID 504466; note: potency is the fitted concentration of half-maximal effect; % of control where 0% means no effect; nearly all actives have a fitted effect of over 60% in size
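HEK293T cells expressing luciferase-tagged ELG1 were treated with compound or DMSO for 16 hr at 37°C. Luciferase activity was then read after 30 min with ONE-Glo at room temperature; rising signal flags genetic stress.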
* hit, by the source's call; ? = inconclusive; nt = no result given; [ ] = dose if it differs, or a comment. Unless noted, calls come from the whole dose curve; as a rule, active = well fitted curve in the direction sought with a large enough effect; inconclusive = small, poorly fitted or top-dose-only effect, or another doubt; inactive = no such curve, though single readings can be large; an effect the other way counts as inactive or inconclusive.

canonical_smiles	NPC1 prom act	TRPV1 agonist	Rab9 prom act	BRCA1 expr act	Tb PFK block	RORgamma inh	p53 reactivator	ELG1 repair inh	VP16 counter	FLuc modulator	ELG1 genotoxic
CCOc1ccc(/C=N/NC(=O)c2ccc(O)cc2)cc1CN1CC2CC(C1)c1cccc(=O)n1C2 (configuration not stated)	1%	6	-9%	-12%	0%	nt	-3%	-16%	nt	?	-3%
Cc1cccc(C(=O)NCC(=O)N2CCOCC2)c1	1%	-5	17%	28%	-5%	27%	-12%	-8%	-6%	5%	-4%
C=CCOc1ccccc1CN1CCC(Cc2ccccc2)CC1	0%	8	-2%	-20%	-1%	-21%	4%	-20%	-12%	4%	-9%
O=C(CN(C(=O)c1csnn1)c1ccc(F)c(Cl)c1)NCc1ccc2c(c1)OCO2	-5%	1	-4%	-14%	1%	22%	-11%	-8%	-1%	2%	-5%
O=C(COC(=O)c1cc(NS(=O)(=O)c2cccs2)ccc1O)Nc1ccc(F)c(F)c1F	-1%	-6	-4%	-15%	-12%	33%	1%	?	-8%	?	-12%
CC1CC(C)CN(S(=O)(=O)N2CCCC(C(=O)NC3CCCCC3)C2)C1 (configuration not stated)	-4%	14	0%	4%	0%	-23%	-25%	2%	-2%	-1%	-1%
COc1ccc(S(=O)(=O)N2CCOCC2)cc1NC(=O)c1cccc2c(=O)c(C)c(-c3ccccc3)oc12	-5%	3	-2%	-47%	-9%	?	-4%	4.1µM*	-3%	-1%	-6%
COc1ccc(-c2csc(COC(=O)C(C)(C)C)n2)cc1	24%	7	?	35%	15%	-14%	14%	?	15%	2.4µM*	6%
COc1ccccc1NC(=O)c1ccc(NC(=O)COC(=O)C2CC2C)cc1 (configuration not stated)	-1%	9	-5%	-9%	3%	3%	-3%	?	-9%	0%	-1%
Cc1ccc(OCC(=O)NC2CC(C)(C)NC(C)(C)C2)c(C)c1	-4%	8	0%	49%	-3%	4%	-1%	0%	1%	-5%	-2%
COc1ccc(N2CCN(C(=O)CSc3nnc(-c4cc5ccccc5cc4O)n3C)CC2)cc1	-4%	-2	-3%	-61%	2%	?	3%	11µM*	?	-5%	-20%
CCCN(CC(=O)Nc1ccc(Cl)cc1Cl)C(=O)/C=C/c1ccco1	10%	24	?	-9%	-11%	?	?	4%	-4%	?	?
C#CCOCCOCCOCCNc1nc(N2CCN(C(=O)[C@H]([C@@H](C)O)n3cc(CCCCN)nn3)CC2)nc(N2CCN(C(=O)[C@H](CCCCN)n3cc(CC(C)O)nn3)CC2)n1 (some centres not stated)	-2%	1	2%	-3%	-18%	nt	3%	1%	nt	3%	1%
CC[C@@]1(C(=O)OC)N[C@H](CN(C)C(=O)NC(C)C)[C@@H]2C(=O)N(Cc3ccccc3)C(=O)[C@@H]21	nt	nt	nt	-1%	-4%	nt	0%	1%	nt	nt	1%
OC1CCCN(Cc2ccc3ccc4cccc5ccc2c3c45)C1 (configuration not stated)	0%	13	9%	13%	0%	-31%	0%	-23%	-5%	?	2%
CCN(C(N)=S)c1ccccc1	-9%	-1	-3%	-6%	-7%	11µM*	4%	6%	-14%	3%	1%
CC(=O)n1cc(/C=C2/N=C(c3ccccc3)OC2=O)c2ccccc21	-2%	1	-1%	-14%	4%	20%	-2%	13%	9%	5.4µM*	1%
COc1cc(C(=S)N2CCCC2)cc(Cl)c1OCC(=O)Nc1ccc(C)cc1C	1%	-1	-9%	-25%	1%	7%	-12%	?	-13%	?	-3%
COc1ccc(Cn2nnc3ccccc32)cc1	1%	9	-2%	-5%	-17%	nt	2%	-1%	nt	-8%	0%
CC(C)(C)NC(=S)NCc1ccncc1	1%	5	14%	-3%	3%	16%	0%	4%	-3%	0%	0%
CCOc1ccc(OCCC(=O)N2CCc3cc(OC)c(OC)cc3C2)cc1	1%	24	-3%	-37%	1%	-8%	-3%	-9%	8%	-3%	-3%
CC1(C)CC(O)CC(C)(C)N1CC(O)COCCOc1ccc(Br)cc1 (configuration not stated)	0%	1	-1%	-14%	-6%	6%	1%	-3%	-9%	4%	3%
Cc1c(C=NCCOCc2ccccc2)cnn1C	-2%	-3	2%	-2%	2%	-7%	10%	1%	0%	5%	0%
Cc1ccc(OCc2ccc(C(=O)Nc3cc(C)on3)o2)c([N+](=O)[O-])c1	13%	5	3%	9%	1%	-6%	9%	-1%	-17%	-2%	11%
NS(=O)(=O)c1cccc(NC(=S)NCc2ccc3c(c2)OCO3)c1	1%	8	-17%	-2%	-1%	-3%	-2%	2%	-8%	-9%	-3%
CCc1ccccc1NC(=O)CCC(=O)c1cccs1	0%	0	0%	26%	0%	-5%	10%	-11%	6%	2%	6%
CCCCN(CC)C(=O)c1oc2ccc(S(=O)(=O)N3CCCC3)cc2c1C	2%	6	3%	-37%	2%	4%	1%	?	0%	-1%	1%[9.26 µM]
Nc1cccc(C2=Nc3cccc4cccc(c34)N2)c1	0%	-1	7%	-40%	9%	-25%	0%	-12%	-8%	?	-1%
COC(=O)c1sccc1NC(=O)Nc1cccc(OC)c1	0%	?	2%	6%	-7%	33%	-2%	20%	12%	8.5µM*	5%
COc1ccc(N(C(=O)/C=C/c2ccccc2)C2=CC3CCC(C2)N3C)cc1 (configuration not stated)	-1%	4	-1%	-37%	0%	-2%	-5%	0%	-4%	-3%	0%
COc1ccccc1N1C(=O)CC(N2CCc3ccccc32)C1=O (configuration not stated)	1%	2	-6%	-5%	2%	-36%	?	19%	-6%	?	?
O=C(c1ccc(OC2CCN(C/C=C/c3ccc(F)cc3)CC2)cc1)N1CCCCC1	-4%	6	-3%	-13%	-4%	-5%	21%	-12%	8%	1%	-7%
COc1ccc(-n2cnc3scc(-c4ccc(OC)c(OC)c4)c3c2=O)cc1	-12%	1	-5%	-36%	1%	2%	-7%	0%	2%	3%	-2%
Cc1ccc(NC(=O)COCC(=O)Nc2ccc(C)cc2)cc1	0%	19	1%	-22%	1%	19%	-1%	-7%	2%	-7%	-6%
COc1ccccc1/C=C/C=c1\sc2nc(=O)c(Cc3ccccc3)nn2c1=O	-7%	5	-3%	-5%	-4%	1%	-1%	23%	-25%	-1%	1%
N#CC1=C(SCc2ccccc2)NC(=O)CC1c1ccccc1 (configuration not stated)	-2%	9	-2%	-12%	3%	0%	-11%	-2%	-13%	0%	2%
CCOc1cc(/C=N/NC(=O)COc2ccc(Cl)cc2)ccc1OS(=O)(=O)c1ccccc1	-1%	2	-1%	-61%	7%	?	5%	0%	?	-10%	-12%
COc1ccccc1C1CC(c2ccc(NS(C)(=O)=O)cc2)=NN1C(=O)c1ccccc1 (configuration not stated)	-3%	8	-5%	-3%	-4%	-10%	-2%	?	5%	-4%	?
COc1cccc(C(=O)CSc2nnnn2C)c1	2%	-2	7%	30%	-11%	12%[10 µM]	3%	14%	5%	-10%	2%
Cc1cc(C)nc(NS(=O)(=O)c2ccc(Br)s2)c1	-3%	-3	-2%	0%	1%	-8%	-17%	-1%	1%	9%	1%
CCOC(=O)C1CCN(Cc2ccccc2C)CC1	8%	-3	-1%	2%	3%	32%	-1%	-8%	-1%	0%	2%
CC(=O)Nc1ccc(C(=S)NCCCO)cc1	-5%	-1	10%	-22%	4%	?	3%	-7%	2%	3%	1%
Cc1sc2nc(SCC(=O)NCCOCCO)n(C)c(=O)c2c1C	3%	0	4%	-2%	0%	11%	-1%	-17%	5%	1%	1%
COc1ccc(CC(=O)Nc2c3c(nn2-c2cccc(C)c2C)CS(=O)C3)cc1OC (configuration not stated)	0%	-4	-4%	-14%	0%	-2%	1%	12%	-4%	1%	-1%
CCC(C)c1ccc(S(=O)(=O)N2CC(=O)Nc3ccccc32)cc1 (configuration not stated)	-1%	0	10%	4%	-1%	19%	5%	0%	-6%	2%	0%
CC1CCN(C(=O)C2CCN(S(=O)(=O)c3ccc4c(c3)CC(C)N4C(=O)C3CC3)CC2)CC1 (configuration not stated)	-2%	3	-2%	-24%	3%	13%	-4%	-25%	3%	1%	0%[9.26 µM]

High-throughput results as filed in PubChem.
